M1 PAM – potentiates human M1 receptor response to acetylcholine. AID 588819. activation, % at 3 µM. 360,000 compounds, 0.088% hits. CHO-K1 hM1, Fluo-8 calcium fluorescence, ACh EC20; 0% = ACh EC20, 100% = maximal ACh; in the data active means activation above about 19%, passing the limit was not always enough
CHRM4 antagonist – blocks acetylcholine activation of human M4 receptor | P08173 | AID 624125 | CHO-hM4 cells, ACh EC80, Fluo-8 calcium fluorescence | 360,000 compounds, 0.73% hits | inhibition, % at 3 µM;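 active means inhibition above its plate's cutoff, the mean inhibition of sample wells plus 3 SD, cut at about 27% in these data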;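 further: 0% = acetylcholine EC80 with DMSO and 100% = DMSO without agonist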
Target sequence (P08173 whole entry, looked up): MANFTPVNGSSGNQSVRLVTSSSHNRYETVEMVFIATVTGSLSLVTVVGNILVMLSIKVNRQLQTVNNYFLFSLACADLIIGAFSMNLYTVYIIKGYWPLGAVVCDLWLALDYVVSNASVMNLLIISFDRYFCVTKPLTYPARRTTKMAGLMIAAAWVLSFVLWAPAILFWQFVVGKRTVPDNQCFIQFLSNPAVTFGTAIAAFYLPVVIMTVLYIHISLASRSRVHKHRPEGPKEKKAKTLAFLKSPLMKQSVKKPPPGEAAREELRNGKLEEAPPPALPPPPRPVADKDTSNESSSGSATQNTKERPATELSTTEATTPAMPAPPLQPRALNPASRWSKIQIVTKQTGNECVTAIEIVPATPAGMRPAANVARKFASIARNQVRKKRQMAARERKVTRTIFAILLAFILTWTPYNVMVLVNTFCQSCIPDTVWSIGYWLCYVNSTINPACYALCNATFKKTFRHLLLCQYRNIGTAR
CHRM1 antagonist – human CHRM1 antagonism. AID 588852. 360,000 compounds, 1.3% hits. CHO-K1 hM1, Fluo-8 calcium fluorescence, ACh EC80 antagonist. inhibition, % at 3 µM;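 active means percent inhibition above its own plate's cutoff, namely the mean of that plate's compound wells plus 3 SD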;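 further: peak over basal fluorescence ratio during 140 s after agonist addition; 0% = ACh EC80 plus DMSO and 100% = DMSO alone without agonist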
CHO parental Ca – counter-screen for OX1R antagonists: effect in parental CHO cells; 330,000 compounds, 0.63% hits; parental CHO-K1, ATP-induced calcium, Fluo-8 fluorescence; inhibition, % at 5.6 µM; AID 463079;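 active means inhibition above that plate's mean sample inhibition plus 3 SD, cut at about 26% in these data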;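 further: 0% = ATP-challenged DMSO wells and 100% = DMSO wells without ATP; some compounds past the cut are filed as inactive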
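Material: parental CHO cells / Compound: single nominal dose of 5.6 µM per compound / Signal: Fluo-8 fluorescence / Replicates: singlicate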
M1 ag – agonists of human M1 muscarinic receptor. activation, % at 3 µM. 360,000 compounds, 0.33% hits. P11229. CHO-K1 hM1, Fluo-8 calcium fluorescence, agonist mode; 0% DMSO, 100% acetylcholine EC100. AID 588814;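 active means activation above the run's mean compound activation plus 3 SD, cut at about 16% in these data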;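 further: peak over basal fluorescence ratio within a 140 s kinetic read after compound addition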
CHO-K1 Ca antag – nonselective inhibitor or artifact in parental CHO-K1 cells | AID 602250 | ATP-induced calcium, Fluo-8 fluorescence | 360,000 compounds, 0.6% hits | inhibition, % at 3 µM;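 active means inhibition above a per-plate cutoff, the plate's mean sample inhibition plus 3 SD, cut at about 24% in these data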;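 further: 0% = DMSO plus EC80 ATP and 100% = DMSO alone without ATP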
OXTR potentiator – potentiates the human oxytocin receptor response. CHO-OTR cells, Fluo-8 calcium fluorescence, potentiator mode; 0% = oxytocin EC15, 100% = EC100. activation, % at 3 µM. 320,000 compounds, 0.061% hits. AID 2445;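 active means activation above that plate's cutoff, the mean activation of tested compounds plus 3 SD, cut at about 6.6% in these data, passing the limit was not always enough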;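 further: 100% uses oxytocin at 75 nM as the full agonist control; some results filed as inactive read as strong as hits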
Target sequence (P30559 whole entry, looked up): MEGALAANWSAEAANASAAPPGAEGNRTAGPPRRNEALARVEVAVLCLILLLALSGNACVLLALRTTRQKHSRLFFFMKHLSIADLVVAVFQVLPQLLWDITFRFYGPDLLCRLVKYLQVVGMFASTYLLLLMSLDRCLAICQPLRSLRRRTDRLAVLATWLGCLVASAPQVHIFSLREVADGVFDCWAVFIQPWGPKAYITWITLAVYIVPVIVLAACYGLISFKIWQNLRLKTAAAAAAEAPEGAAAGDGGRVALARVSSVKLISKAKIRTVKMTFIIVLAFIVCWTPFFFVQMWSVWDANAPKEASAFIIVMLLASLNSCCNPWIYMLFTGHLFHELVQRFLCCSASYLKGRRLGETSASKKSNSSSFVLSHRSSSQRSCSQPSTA
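Assay system: CHO cell line stably expressing human OTR | Also added: Oxytocin at about EC15, sub-maximal agonist stimulus | Times: Compound 6 min at room temperature before oxytocin, 100 s read | Measured by: Fluo-8 intracellular calcium fluorescence, ex 470-495, em 515-575 nm | Controls: EC15 oxytocin alone as 0%, 75 nM oxytocin as 100%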
M1 ag parental – nonselective activator or artifact in parental CHO-K1 cells; Fluo-8 calcium fluorescence; scaled to maximal ATP response, vehicle zero; activation, % at 3 µM; 360,000 compounds, 0.48% hits; AID 602248; in the data active means activation above about 15%;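 further: untransfected CHO-K1 host cells lacking M1 receptor as counterscreen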
M4 ag – agonists of human muscarinic M4 receptor (CHRM4) | CHO-K1 hM4/Gqi5, Fluo-8 calcium fluorescence; vehicle 0%, full acetylcholine response 100% | P08173 | 360,000 compounds, 0.14% hits | activation, % at 3 µM | AID 624127;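 active means activation above the run mean over all test wells plus 3 SD, cut at about 32% in these data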;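 further: peak over basal fluorescence ratio per well then scaled between controls; 0% = DMSO wells and 100% = acetylcholine at EC100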
Active calls of the source: *; . = no result given.

SMILES	M1 PAM	CHRM4 antagonist	CHRM1 antagonist	CHO parental Ca	M1 ag	CHO-K1 Ca antag	OXTR potentiator	M1 ag parental	M4 ag
CSc1nnc(-c2ccc(NC(=O)CCc3ccccc3)cc2)n1C	16	0	-14	-16	-2	21	-12	0.4	1
COc1cc(O)c(C(CCN2CCCC2)c2ccc(N(C)C)cc2)c(OC)c1 (stereo not given)	0	1	-2	-25	-7	-7	-3	0.9	0
CN(c1ccccc1)S(=O)(=O)c1ccc(NC(=O)c2ccc(F)cc2)cc1	-13	-4	13	6	1	3	-10	19*	16
Cc1ccc(NC(=O)CN(C)C(=O)c2ccc(-n3cncn3)c([N+](=O)[O-])c2)cc1	6	-16	-18	-8	0	-6	0	0.2	1
Cc1cccc(C(=O)NC2CC3CCCC(C2)N3C(=O)NC2CCCCC2)c1 (stereo not given)	7	-3	-2	-12	0	6	-7	-0.5	0
CSCC[C@H](NC(=O)c1cc2c([nH]c3ccccc32)c(-c2ccccc2)n1)C(=O)O	13	-11	-9	-3	-7	1	-3	0.0	-1
CCOc1ccc2nc(/N=C/c3nc(-c4ccc(Br)cc4)oc3O)sc2c1	6	7	5	-16	-7	-3	-3	3.2	1
O=C(OCCNc1nc(-c2ccccc2)nc2ccccc12)c1cccnc1	8	3	-2	-5	-7	1	-2	3.9	10
C=CCn1cc(C(=O)NCCCN(CC)CC)c(=O)c2cc(S(=O)(=O)N3CCC(C)CC3)ccc21	-9	2	12	-8	-6	-12	11	0.3	0
Cc1nc(-c2ccccc2)sc1C(=O)CSc1ccccc1	-3	1	2	-5	-4	1	-10	-0.3	-1
Cc1ccc(/C=C/C(=O)NCc2ccc3c(c2)OCO3)o1	8	-2	-9	-4	-6	-7	-9	3.0	0
COc1ccccc1C1=NOC(COC(=O)c2ccc([N+](=O)[O-])cc2)C1 (stereo not given)	1	10	0	-12	-6	-4	-10	1.1	0

Three of the compounds above, bar-delimited.
structure | M1 PAM | CHRM4 antagonist | CHRM1 antagonist | CHO parental Ca | M1 ag | CHO-K1 Ca antag | OXTR potentiator | M1 ag parental | M4 ag
CSCC[C@H](NC(=O)c1cc2c([nH]c3ccccc32)c(-c2ccccc2)n1)C(=O)O | 13 | -11 | -9 | -3 | -7 | 1 | -3 | 0.0 | -1
Cc1ccc(/C=C/C(=O)NCc2ccc3c(c2)OCO3)o1 | 8 | -2 | -9 | -4 | -6 | -7 | -9 | 3.0 | 0
CN(c1ccccc1)S(=O)(=O)c1ccc(NC(=O)c2ccc(F)cc2)cc1 | -13 | -4 | 13 | 6 | 1 | 3 | -10 | 19* | 16

The list goes on.
SMILES	M1 PAM	CHRM4 antagonist	CHRM1 antagonist	CHO parental Ca	M1 ag	CHO-K1 Ca antag	OXTR potentiator	M1 ag parental	M4 ag
N#Cc1c(NC(=O)CCN2C(=O)c3ccccc3C2=O)oc(-c2ccccc2)c1-c1ccccc1	8	3	-9	-7	-1	-8	-16	0.6	1
CC(=O)c1c(C(C)=O)c(C)n(-c2ccc(C(=O)O)cc2)c1C	4	8	-1	-10	-3	-7	2	-0.1	0
CC(C(=O)N1CCCC1)N(c1ccc(Cl)cc1)S(C)(=O)=O (stereo not given)	-8	13	10	.	-4	3	.	0.5	0
NC(=O)C12CCCC(Br)(CCC1)C2	1	5	-2	-2	-3	-9	3	0.2	0
COc1cccc(-c2nc(CS(=O)CC(=O)NCCc3ccc(C)cc3)c(C)o2)c1 (stereo not given)	7	-11	1	-31	-1	12	0	-1.1	2
CNC(=O)CC1C(=O)N(c2ccc(F)cc2)C(=S)N1NC(=O)c1ccc(Cl)cc1 (stereo not given)	5	5	-5	-16	-4	-16	-7	0.2	1
COC(=O)c1ccc(Nc2nc(C)cc(=O)[nH]2)cc1	8	-7	1	-10	0	3	-12	0.4	1
CCOc1ccc(-n2c(O)cc(=O)[nH]c2=O)cc1	16	-14	-17	-10	-2	-15	-5	1.2	2
COCC(=O)N(Cc1ccccc1)c1ccccn1	9	1	-14	-1	-3	-14	-2	0.5	1
COc1cc(-c2cc(C(=O)OCC(=O)Nc3ccc4c(c3)OCO4)c3ccccc3n2)cc(OC)c1OC	6	-5	-5	-21	-3	-8	-11	0.9	2
Cc1ccc(NC(=O)CCN2C(=O)c3ccccc3S2(=O)=O)cc1F	5	-10	-13	-9	-2	-3	0	0.7	1
CN(c1ccccc1C(=O)O)S(=O)(=O)c1ccc2c3c(cccc13)C(=O)N2	4	0	-5	-9	-2	-7	-4	-0.1	0
CCCCNc1c(-c2ccc(OC)c(Sc3ccc(OC)cc3)c2)nc2ccc(Cl)cn12	-11	7	20	-21	-6	-1	13*	-0.1	5
O=C(COC(=O)c1ccc(S(=O)(=O)N2CCCCC2)cc1)Nc1ccccc1Cl	3	-7	-1	.	-6	-15	.	0.1	2
Clc1cccc(Cc2ccc(Cl)nn2)c1	8	12	-5	-11	-10	3	-1	-0.2	1
CCOC(=O)C1CCCN(C(=O)CCCn2nnnc2CN2CCOCC2)C1 (stereo not given)	-20	-6	4	.	49*	-19	.	0.8	3
On1c(-c2ccccc2Cl)nc2ccccc21	11	3	-10	-10	-6	1	4	0.3	1
COc1ccc(OC)c(NC(=O)COC(=O)CCc2nc3ccccc3c(=O)[nH]2)c1	6	-12	-15	-27	-3	-13	0	1.2	2
Cc1cccc(N2CCN(S(=O)(=O)c3c(C)[nH]c(C)c3C(=O)N3CCCC3)CC2C)c1 (stereo not given)	5	-8	-7	-5	-2	-10	-7	1.2	0
CSCCC(NS(=O)(=O)c1ccccc1)C(=O)OC(C)C(=O)Nc1ccc(Cl)cn1 (stereo not given)	0	-14	-4	-32	-4	-9	-7	1.4	6
CCOC(=O)COc1coc(CN2CCN(c3ccc(F)cc3)CC2)cc1=O	0	6	1	11	-5	-13	1	3.4	2
CCn1cc([N+](=O)[O-])c(C(=O)Nc2ccc(Cn3nc(C)cc3C)cc2)n1	-1	-7	-4	-2	-6	-6	-8	1.2	2
CCNc1nc(NCC)n2c(SCC(=O)Nc3cc(Cl)ccc3OC)nnc2n1	4	2	-7	-18	-3	-8	-1	1.2	1
CC(OC(=O)c1cc(O)c2ccccc2c1O)C(=O)Nc1ccc(C(N)=O)cc1 (stereo not given)	5	-10	-10	-2	-1	6	-10	0.3	0
COc1ccc(NC(=O)c2ccc3[nH]c(C)c(C)c3c2)cc1	11	-7	-5	.	-4	-6	.	0.0	2
C/C1=C\CCC2C(/C=C(\C)CC1)OC(=O)C2CN1CCCCC1 (stereo not given)	4	0	-5	-22	-5	-5	-15	-0.2	0
O=C(NCc1ccncc1)c1cccc(S(=O)(=O)Nc2ccc(F)cc2)c1	0	7	12	.	0	-6	.	0.7	1
CC(C)(C)OC(=O)NCCC(=O)Oc1ccc2ccc(=O)oc2c1	5	3	-9	-4	-3	-20	-12	1.8	1
COc1ccc(-n2nnnc2SCc2nc(N)nc(N3CCOCC3)n2)cc1	11	5	-9	7	0	-13	-2	0.7	1
S=C(NCC1CCCO1)Nc1ccc(Cl)cc1Cl (stereo not given)	7	-8	-1	2	-5	-15	-2	0.5	0
O=C(Cn1cnc([N+](=O)[O-])c1)Nc1ccc(Cl)cc1Cl	7	-1	-6	.	0	5	.	0.9	1
CCN(C(=O)COC(=O)c1ccc(F)c(S(=O)(=O)N2CCOCC2)c1)C1CCS(=O)(=O)C1 (stereo not given)	5	-3	-7	-14	-2	-3	-5	0.6	1
COc1ccc(NC(=O)COC(=O)CC2CCCC2)cc1Cl	1	-4	-9	-7	-1	1	-4	0.6	1
CN1CCN(S(=O)(=O)c2ccc(NC(=O)COc3ccccc3Cl)cc2)CC1	4	-12	5	-15	-12	-4	-1	0.4	2
CCCCCCN1C[C@@H](n2cc(COC(=O)c3ccccc3)nn2)[C@H](O)C[C@@H]1c1ccc(Cl)cc1	-5	8	-3	.	-4	-2	.	-0.2	0
CCOC(=O)N1CCC(N2CCN(S(=O)(=O)c3ccc(NC(C)=O)cc3)CC2)CC1	7	9	-26	11	2	9	2	0.6	2
CC(=O)c1c(C)n(-c2ccc(C)cc2C)c2ccc(O)cc12	7	-9	3	-13	4	-13	-3	0.2	1
CCCC1NC(=O)c2cccnc2-n2c1nc1ccc(C)cc1c2=O (stereo not given)	4	8	-16	.	-3	-4	.	0.9	2
COC(=O)C1=CN(c2ccc(OC)cc2)C=C(C(=O)OC)C1c1ccc(C)c([N+](=O)[O-])c1	11	3	3	-12	-7	5	-7	1.7	0
Cc1ccccc1NC(=O)NCCc1ccc(Cl)cc1	8	-12	-4	-3	-3	-2	-8	2.2	2
CCOc1ccc(C(=O)CCC(=O)N2CCC(C(=O)OC)CC2)cc1	17	-10	-20	-16	-5	-5	2	1.0	1
Fc1ccc(-n2nnc(-c3cnc4ccccc4c3)n2)cc1	2	4	-6	-13	-4	-15	-8	0.2	1
COC(=O)c1ccccc1NC(=O)CSCC(=O)Nc1ccccc1	10	4	-6	-13	1	8	5	1.0	4
NS(=O)(=O)c1ccc(CNC(=O)CNC(=O)c2ccc(Br)o2)cc1	13	-7	-14	-6	-5	-13	-1	0.8	2
COc1cccc(C2c3c(oc4ccccc4c3=O)C(=O)N2c2ccccn2)c1 (stereo not given)	5	-18	-12	-12	-1	12	-8	-0.1	1
COc1cccc(/C=C/C(=O)NCCc2ccc3c(c2)OCCO3)c1	-2	12	6	-13	-5	19	-6	-0.4	0
Cc1nc2ccc(S(=O)(=O)NCC(=O)NCCc3ccc(Cl)cc3)cc2s1	-9	4	23	-13	0	5	-6	1.6	5
Cn1ccnc1SCC(=O)Nc1sccc1C#N	6	2	-8	-9	-3	4	1	-0.3	1
COC(=O)C1=C(CS(=O)(=O)c2ccccc2)NC(=O)NC1c1ccc(O)cc1 (stereo not given)	9	-15	0	-4	2	-2	-1	0.1	2
COc1cc(NC(=O)c2ccco2)c(OC)cc1NC(=O)Nc1cccc(Cl)c1	1	-8	2	-23	0	-12	-4	0.3	4
CCc1nnc(NC(=O)CN2C(=O)NC3(CCCC3)C2=O)s1	-3	8	6	-22	-6	15	-5	-0.4	0
CCC/C(=N\NC(=O)c1ccco1)c1ccc(Cl)s1	8	4	-7	.	-5	-1	.	0.1	0
CC(C)(C)OC(=O)N1CCC[C@H]1c1nnc(SCc2ccc(Cl)cc2Cl)o1	3	-2	-6	-28	-3	10	-19	0.1	4
C[C@H](CO)N1C[C@H](C)[C@@H](CN(C)C(=O)Nc2ccc3c(c2)OCO3)Oc2ccc(NC(=O)NC3CCCCC3)cc2C1=O	5	3	-5	4	-11	-11	-3	-0.5	2
Cc1cc(=O)[nH]c(N/N=C/C(C)c2ccccc2)n1 (stereo not given)	9	19	-34	1	2	-17	-2	0.0	-1
O=C(Nc1cccc2cccnc12)c1cccc(Cl)c1	4	3	-5	-35	-5	-10	-2	-0.1	-1
Cc1cc(C)c2nc(N3CCCN(C(=O)c4cnccn4)CC3)c(C#N)cc2c1	6	2	-5	-24	-6	-2	-1	0.9	0
Clc1ccc(SCNc2ccccc2Cl)cc1	-5	10	13	2	-3	-4	-3	0.0	0
COc1ccc(-n2nc(C)c3onc(C)c3c2=O)cc1	7	-8	-11	-10	0	-11	-6	-0.4	1
